Compound activity (PubChem BioAssay)
V-ATPase pH: alters yeast V-ATPase proton transport; 350,000 compounds, 0.37% hits; S. cerevisiae, pHLuorin cytosolic pH fluorescence; response, % at 10 µM; in the data active = response mostly above about 7.3%, no sharp cut-off; inactive = mostly below about 5.4%; note: actives read high; inactives centre near 0; some compounds called inactive have numbers as strong as hits; reference of the scale not given here
MOR-DOR ag: OPRM1-OPRD1 heterodimerization agonism; cells, luminescence; activation, % at 9.3 µM; 340,000 compounds, 0.3% hits; AID 504326; in the data active = activation above about 18%;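 note: 0% = vehicle-treated cells and 100% = reference agonist; values of inactives mirror those of a sister screen read the other way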
LANA DNA inh: inhibitors of KSHV LANA C-terminal domain DNA binding | MBP-C-LANA/FAM-LBS DNA binding, fluorescence polarization | 340,000 compounds, 0.078% hits | inhibition, % at 9 µM;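 active = highest replicate inhibition at or above 60% at 9 µM, even if other replicates fall short; inactive = all replicates below 60% inhibition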;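 note: 0% = neutral control wells and 100% = 4 µM acridine orange control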
Cardiac RTF inh: cardiac RTF calcium desensitization; P19429+P45379; inhibition, % at 7.15 µM; IANBD-labeled cardiac RTF, Ca2+ fluorescence; 340,000 compounds, 0.12% hits;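 active = inhibition above the mean inhibition of all tested compounds plus 3 SD, cut at about 17% in these data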;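 note: assay run at fixed EC70 calcium of 1.6 mM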
HTR5A ag: counter-screen for OPRM1-OPRD1 agonists: human HTR5A agonism. activation, % at 9.3 µM. 340,000 compounds, 0.61% hits. HTR5A agonist assay, luminescence, cell-based. P47898; in the data active = activation mostly above about 9.5%, no sharp cut-off; inactive = mostly below about 7.6%;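 note: 0% = cells with vehicle only and 100% = reference agonist; strong numbers were not always called active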
Target sequence (P47898 whole entry, looked up): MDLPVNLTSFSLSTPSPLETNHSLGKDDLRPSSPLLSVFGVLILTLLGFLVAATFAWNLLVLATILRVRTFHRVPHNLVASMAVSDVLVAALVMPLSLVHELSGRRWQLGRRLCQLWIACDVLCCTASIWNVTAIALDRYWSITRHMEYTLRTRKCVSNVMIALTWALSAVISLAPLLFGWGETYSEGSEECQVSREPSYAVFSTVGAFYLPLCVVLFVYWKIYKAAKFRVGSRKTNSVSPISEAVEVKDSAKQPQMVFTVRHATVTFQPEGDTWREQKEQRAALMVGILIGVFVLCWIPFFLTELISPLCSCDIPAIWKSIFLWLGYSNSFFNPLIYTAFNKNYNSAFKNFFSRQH
Keap1-Nrf2 PPI: Keap1-Nrf2 (human) interaction inhibition | 340,000 compounds, 0.15% hits | AID 504523 | inhibition, % at 9.4 µM | Keap1 Kelch-Nrf2 peptide fluorescence polarization, 1536-well | Q14145; in the data active = inhibition above about 12%;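 note: human Keap1 Kelch domain with fluorescein labeled Nrf2 9mer peptide probe; 0% = neutral control wells and 100% = peptide positive control; higher means more block of Keap1 binding to Nrf2 peptide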
Target sequence (Q14145 whole entry, looked up, the tested form may be a part): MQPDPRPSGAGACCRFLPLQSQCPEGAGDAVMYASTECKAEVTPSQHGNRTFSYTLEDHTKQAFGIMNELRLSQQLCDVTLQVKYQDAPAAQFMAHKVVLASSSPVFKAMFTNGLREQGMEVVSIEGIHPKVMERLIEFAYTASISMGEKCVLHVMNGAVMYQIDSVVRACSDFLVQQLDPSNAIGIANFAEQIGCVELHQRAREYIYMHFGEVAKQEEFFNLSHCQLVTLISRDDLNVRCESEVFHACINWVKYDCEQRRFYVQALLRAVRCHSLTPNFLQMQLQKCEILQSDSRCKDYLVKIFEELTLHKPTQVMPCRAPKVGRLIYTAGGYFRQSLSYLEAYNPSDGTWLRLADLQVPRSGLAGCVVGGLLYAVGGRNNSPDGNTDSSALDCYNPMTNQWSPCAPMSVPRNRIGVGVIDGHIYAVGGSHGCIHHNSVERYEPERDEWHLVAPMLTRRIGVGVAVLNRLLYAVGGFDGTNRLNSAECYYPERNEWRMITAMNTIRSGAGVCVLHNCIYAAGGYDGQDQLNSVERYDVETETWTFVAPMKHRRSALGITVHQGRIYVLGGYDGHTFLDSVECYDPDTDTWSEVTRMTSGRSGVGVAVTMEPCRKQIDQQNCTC
cardiac RTF act: cardiac RTF calcium sensitization | activation, % at 7.2 µM | IANBD-labeled TnC RTF fluorescence at EC20 calcium; 0% EC20 calcium, 100% full calcium | 340,000 compounds, 0.24% hits;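 active = activation above the mean over all tested compounds plus 3 SD, cut at about 30% in these data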;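 note: rise in fluorescence read as greater calcium sensitivity of cardiac thin filaments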
CAL PDZ FP: blocks peptide binding to the human CAL PDZ domain | purified CAL PDZ, TMR-peptide fluorescence polarization, 1 h | Q9HD26 | 300,000 compounds, 0.92% hits | AID 602252 | inhibition, % at 24.9 µM;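 active = mean inhibition of at least 30% with at least half of replicates also reaching 30%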;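 note: 0% = DMSO neutral control and 100% = excess unlabeled competitor peptide PRC23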
MOR-DOR inv ag: inverse agonists of human mu-delta opioid receptor heterodimerization; cell-based MOR-DOR heterodimer luminescence, inverse agonism; inhibition, % at 9.3 µM; 340,000 compounds, 0.21% hits; in the data active = inhibition above about 22%, passing the limit was not always enough;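 note: 0% = cells with DMSO and 100% = wells without cells with DMSO; values of inactives mirror those of a sister screen read the other way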
HTR5A inv ctr: inverse agonist of human HTR5A in OPRM1-OPRD1 counter-screen. P47898. HTR5A cell line, luminescence, inverse agonism. inhibition, % at 9.3 µM. 340,000 compounds, 0.083% hits. AID 504634; in the data active = inhibition mostly above about 23%, no sharp cut-off; inactive = mostly below about 18%;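 note: 0% = cells with DMSO and 100% = no-cell wells with DMSO; some compounds called inactive have numbers as strong as hits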
Numbers without * were called inactive; . = not tested or not shown.

SMILES	V-ATPase pH	MOR-DOR ag	LANA DNA inh	Cardiac RTF inh	HTR5A ag	Keap1-Nrf2 PPI	cardiac RTF act	CAL PDZ FP	MOR-DOR inv ag	HTR5A inv ctr
NC(=O)c1c(-c2ccccc2)oc2ccc(O)cc12	20	-0.6	-1.8	-7	0	-4	5	-3	3	-22
O=C(/C=C/c1cccc(Cl)c1)Nc1ncccn1	0	-2.3	-0.3	-12	0	-4	2	-2	11	3
Cc1ccc(C)c(S(=O)(=O)NC(Cc2c[nH]c3ccccc23)C(=O)O)c1 (configuration not stated)	-2	-2.2	-0.8	-7	-1	-8	-2	3	11	4
COc1ccc(CN2CCN(C(=O)c3cccc4ccccc34)CC2)cc1Br	0	-2.7	-0.8	5	1	2	5	-2	14	-5
CC1(c2ccc(Cl)cc2Cl)NC(=O)N(CC(=O)N2CCN(C(=O)c3ccco3)CC2)C1=O (configuration not stated)	5	-2.2	-0.3	3	-2	-1	-3	-7	9	-8
Cc1ccc(C)c(NC(=O)CN(C)C(=O)c2cc3ccccc3o2)c1	-2	-3.2	-0.2	8	11	-2	6	-1	16	-15
O=[N+]([O-])c1ccc2ccn(C3OCC(O)C(O)C3O)c2c1 (configuration not stated)	-2	-0.5	-0.1	14	3	3	-1	-5	3	-9
COc1ccc2c(c1)[nH]c(=O)c1sc3ccccc3c12	1	2.0	-0.8	-6	-1	-2	3	-8	-12	2
CC(C)(C)NC(=O)CSc1nc2ccc(NC(=O)CSc3nnc(N)s3)cc2s1	4	1.8	0.8	-3	-4	-5	-4	-2	-11	9
O=C(Cn1cnc2ccccc2c1=O)c1c[nH]c2ccccc12	-6	-1.6	-0.1	-3	-1	-1	-3	-22	9	-1
COc1cccc(CN2CCN(CCCc3ccccc3)C(CCO)C2)c1O (configuration not stated)	1	-1.7	-1.7	-5	1	-3	0	-1	8	-4
C=C(C)[C@@H]1CC=C(CN2CCN(Cc3ccccc3)CC2)CC1	0	8.9	-3.6	2	1	-1	-6	-4	-45	-5
CCOc1ccc(CCNC(=O)CCc2nnc3ccc(N4CCOCC4)nn23)cc1	-2	-2.7	-1.0	-8	-2	3	3	.	14	4
O=C(CSc1nc2ccc([N+](=O)[O-])cc2s1)c1ccc2ccccc2c1	0	-1.4	-2.7	-4	2	-4	1	-2	6	-8
CC1CCCN(CC(=O)NC(=O)NC2CCCCC2)C1 (configuration not stated)	-2	-1.2	-0.2	-9	2	1	-1	-3	5	-4

Compound profiles, from the list above. Order of values: V-ATPase pH, MOR-DOR ag, LANA DNA inh, Cardiac RTF inh, HTR5A ag, Keap1-Nrf2 PPI, cardiac RTF act, CAL PDZ FP, MOR-DOR inv ag, HTR5A inv ctr
`NC(=O)c1c(-c2ccccc2)oc2ccc(O)cc12` across the screens: 20, -0.6, -1.8, -7, 0, -4, 5, -3, 3, -22
`COc1ccc(CN2CCN(C(=O)c3cccc4ccccc34)CC2)cc1Br` across the screens: 0, -2.7, -0.8, 5, 1, 2, 5, -2, 14, -5
`O=C(CSc1nc2ccc([N+](=O)[O-])cc2s1)c1ccc2ccccc2c1` across the screens: 0, -1.4, -2.7, -4, 2, -4, 1, -2, 6, -8

(list continues)
SMILES	V-ATPase pH	MOR-DOR ag	LANA DNA inh	Cardiac RTF inh	HTR5A ag	Keap1-Nrf2 PPI	cardiac RTF act	CAL PDZ FP	MOR-DOR inv ag	HTR5A inv ctr
Cc1cc(N2CCCCC2)nc2ccccc12	-2	-1.6	0.6	-16	-1	3	-3	-2	8	4
O=C(NNC(=O)c1ccc(Cl)s1)c1csc(N2CCOCC2)n1	4	-1.7	-0.4	-31	1	3	-1	-4	11	8
O=C(NCCN1CCOCC1)c1ccc(NS(=O)(=O)c2cccc([N+](=O)[O-])c2)cc1	-2	0.4	0.0	-1	2	-4	-2	-4	-3	8
Clc1ccccc1Cn1nc(-c2ccccc2)nc1-c1ccccc1	2	7.3	0.0	-10	5	0	2	7	-38	-17
CCCCC1(Br)C(=O)N(c2ccccc2)N(c2ccccc2)C1=O	5	-5.7	-0.6	3	16*	-3	5	-1	23	-42
Cc1ccc2c(ccn3cc4c(c(=O)n(C)c(=O)n4C)c23)c1	4	-0.7	0.2	1	0	-1	-7	-1	4	1
C/C(=N\NC(=O)COc1ccc(C#N)cc1)c1ccccc1OC(F)F	-1	-2.5	-0.3	0	-8	-3	-8	-3	15	22
O=C(NC1c2ccccc2Oc2ccccc21)c1ccc([N+](=O)[O-])cc1	-6	4.1	1.2	-1	-1	9	-2	-1	-21	3
CC(=O)c1sc(NC(=O)CCS(=O)(=O)c2ccc(Cl)cc2)nc1C	3	-0.3	2.4	-26	7	-5	-3	0	2	5
CC(C)CCC(CCN1CCCC1)c1ccc2c(c1)OCO2 (configuration not stated)	-2	-2.4	-0.4	1	2	-3	7	74*	12	-8
CCCN1CCN(C(=O)CCCNC(=O)Cn2cnc3sc(C)c(C)c3c2=O)CC1	-2	-0.9	-2.1	-6	-1	4	-1	-5	5	23
CCOC(=O)c1cnc2c(C)cc(Cl)cc2c1NCCCN1CCOCC1	3	2.9	-1.2	-5	1	-9	5	-7	-13	-5
Cc1[nH]c(=O)[nH]c(=O)c1N(C)C	-1	-2.2	0.6	-8	1	-2	0	-2	11	-2
COc1ccc(/C=N/NC(=O)Cn2nnc3ccccc32)cc1OC	-2	0.5	5.6	-9	3	-1	-2	-6	-2	16
CC(Oc1ccccc1)C(=O)Nc1cccc(NC(=O)c2ccco2)c1 (configuration not stated)	-5	-2.2	-1.3	4	-2	3	3	118*	12	5
CCOC(=O)C1CCN(C(c2cc3ccc(C)c(C)c3[nH]c2=O)c2nnnn2C2CCCCC2)CC1 (configuration not stated)	-1	2.8	35	-5	1	-6	0	.	-16	9
O=C(/C(=C/O)N=Nc1ccccc1)c1ccncc1	-2	0.4	0.8	-4	-9	3	1	-4	-2	20
COc1cnc(SCC(=O)O)[nH]c1=O	-6	-0.1	-0.4	-11	2	-3	8	-3	1	-12
Cc1cc(C)nc(NC(=O)c2ccc([N+](=O)[O-])c(C)c2)n1	0	-3.1	3.0	0	2	-4	-4	-1	14	-6
CCCCn1c(N)c(N(CC)C(=O)c2cc(Br)ccc2Cl)c(=O)[nH]c1=O	2	-2.1	-0.9	-7	-1	-4	1	-1	11	1
COc1ccc(-c2nc(Cn3c(SCc4ccc(C)cc4)nc4ccncc43)c(C)o2)cc1OC	2	-2.7	-0.9	-6	0	-4	1	.	15	5
COCCn1nnnc1C(c1ccccc1OC)N1CCN(c2ccccc2F)CC1 (configuration not stated)	0	-1.0	0.8	-4	-3	0	-6	-2	4	-1
O=C(NC1CC2CCC(C1)N2Cc1ccco1)c1ccccc1 (configuration not stated)	4	0.7	1.2	-33	6	0	10	23	-4	-4
CC(C)CN(CCC(=O)O)CC(C)C	0	-2.1	-0.7	-1	-2	2	-1	-3	11	8
CCOc1ccc(NC(=O)N(Cc2ccc(C)cc2)Cc2ccccn2)cc1	5	-3.1	-1.4	0	1	-3	-1	-7	15	-4
O=C(CSc1nnc(-c2ccc(F)cc2)c2ccccc12)Nc1ccccc1Cl	-8	1.1	-0.8	0	2	-5	1	3	-6	-5
CCC(CC)NC(=O)c1ccccc1Oc1ccccc1	1	-2.5	-0.1	-6	1	-4	2	0	10	-3
O=C(c1ccco1)N(Cc1ccccc1)Cc1ccccn1	-1	-2.2	-0.5	-5	0	-7	0	.	12	7
O=C(CCS(=O)(=O)c1ccccc1)N1CCCc2ccccc21	-3	-1.6	0.0	-9	-1	-7	-4	-8	8	-6
COc1ccc(OC)c(CN2CCN(C(=O)c3cc4ccccc4cc3O)CC2)c1	2	-2.5	0.0	3	1	1	-5	-3	13	-2
COc1ccc2c(c1)CCCC21NC(=O)N(CC(=O)NCc2cccs2)C1=O (configuration not stated)	2	-2.2	1.1	-1	0	-3	-4	-21	10	1
COC(=O)c1ccc(CNC(=O)C(C)N=C2NS(=O)(=O)c3ccccc32)cc1 (configuration not stated)	-3	-0.5	-1.3	-8	-1	2	3	-7	4	-15
Cn1c(N)c(S(=O)(=O)c2ccc(Br)cc2)c2nc3ccccc3nc21	-5	-1.8	-0.4	1	0	-8	-9	1	10	-23
c1ccc(CN=C2Nc3ccccc3CS2)nc1	-1	-2.4	1.4	-9	-3	0	1	0	14	9
Nc1nonc1C(=O)NCCNS(=O)(=O)c1ccc(Br)cc1	2	1.7	0.4	8	-5	-4	7	0	-11	13
COc1cc2c(cc1OC)C(CSc1ccccc1C(=O)O)=NC(C)(C)C2	2	-3.3	-1.5	-8	7	-8	3	0	17	-19
O=C(NC(NNc1ccc([N+](=O)[O-])cc1)(C(F)(F)F)C(F)(F)F)c1ccc(F)cc1	-1	11	-0.1	1	-2	-4	-1	-4	-67	-1
Cc1ccc(S(=O)(=O)Nc2cc(C(=O)Nc3cc(C)cc(C)c3)ccc2Cl)cc1	-4	0.2	0.2	-6	7	-2	-4	-3	-1	-17
CCC(COC)NC(=O)c1ccc(OC)c(OC2CCN(C(C)=O)CC2)c1 (configuration not stated)	-5	-4.0	-0.8	-5	0	1	-5	0	19	1
Cn1cc(CC(=O)N2CCN(c3ccc(Cl)cc3)CC2)c2ccccc21	-6	-0.1	-1.0	-1	0	-6	0	-4	0	3
COc1ccc(/C=C(/NC(=O)c2ccc(C)cc2)C(=O)NCc2ccncc2)cc1	-2	-2.0	-0.2	-2	-2	-3	2	-3	11	13
Cc1cc(C(=O)Nc2ccccc2C(=O)O)ccc1NC(=O)COc1cccc(C)c1C	-2	-2.2	3.3	-4	1	4	-4	-5	12	-4
CC(C)OC(=O)CSc1nnc(-c2cccnc2)n1Cc1ccccc1	2	-3.0	0.7	-1	3	-1	1	-3	13	-9
COCCCN1C(=O)C2C(C(=O)Nc3cc(C)cc(C)c3)C3C=CC2(O3)C1C(=O)NC1CCCCC1 (configuration not stated)	0	-0.6	1.3	-5	12	3	-4	-2	3	-32
CCOC(=O)NC(NC(=S)Nc1ccc(OC)cc1)C(Cl)(Cl)Cl (configuration not stated)	-5	-1.9	0.6	2	3	-3	1	-3	10	5
Cc1cc(C)c(NC(=O)COc2ccccc2C(=O)Nc2ccc3c(c2)oc2ccccc23)c(C)c1	3	-2.6	-0.1	-8	1	-1	1	-2	14	-24
S=c1[nH]nc(COc2ccc(Cl)cc2)n1Cc1ccco1	-2	-1.6	-1.2	-7	2	-2	-3	-4	8	5
COc1cccc(CCC(=O)Nc2cc3c(cc2C(=O)O)OCCCO3)c1OC	0	-4.9	1.1	-4	0	-1	-4	3	19	5
COc1ccc(NC2=C3CCCC=C3N(c3ccc(OC)cc3)C2=O)cc1	-1	0.4	0.2	13	-3	-2	-6	3	-3	8
COC(=O)CCC(=O)NN1C(=O)c2ccccc2C1=O	0	-2.2	0.9	-1	-1	1	4	-5	11	-34
Cc1ccccc1-c1cc(C(=O)n2cccn2)c2cc(Cl)ccc2n1	-1	-2.5	-0.3	0	6	-6	-3	-4	13	-35
COc1cccc(OCCNS(=O)(=O)c2ccccc2[N+](=O)[O-])c1	0	0.6	2.1	-6	-3	-5	0	8	-3	9
COc1ccc([C@H]2CC(=O)C=C(/C=C/c3ccc(Cl)cc3)C2)cc1	-4	-2.4	2.3	14	-3	0	4	-1	14	9
CC(C)(O)CNC(=O)Nc1ccc(Cl)c(Cl)c1	1	-1.4	-1.3	1	1	0	5	6	7	20
